Source: PubChem BioAssay
EBI2 antag – EBI2 (human) antagonism | P32249 | EBI2 beta-arrestin recruitment, luminescence, 7a,25-OHC stimulated | inhibition, % at 5 µM | 360,000 tested, 0.81% active | AID 651636; in the data active = inhibition above about 38%;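 note: enzyme fragment complementation signal reports receptor beta-arrestin coupling in cells; 0% = agonist plus DMSO wells and 100% = wells without agonist; some results beyond the cut were filed as inactive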
Target sequence (P32249 whole entry, looked up, the tested form may be a part): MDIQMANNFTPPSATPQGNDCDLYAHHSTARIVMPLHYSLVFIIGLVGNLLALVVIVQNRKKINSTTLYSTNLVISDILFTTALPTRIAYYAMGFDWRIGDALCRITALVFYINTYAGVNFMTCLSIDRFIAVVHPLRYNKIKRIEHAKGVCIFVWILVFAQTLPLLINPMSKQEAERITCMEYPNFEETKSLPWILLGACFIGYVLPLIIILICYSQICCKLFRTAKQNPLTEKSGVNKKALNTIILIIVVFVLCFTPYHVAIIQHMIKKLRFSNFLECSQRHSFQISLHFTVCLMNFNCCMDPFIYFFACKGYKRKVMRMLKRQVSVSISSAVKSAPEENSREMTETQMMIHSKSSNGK
CCR6 antag – CCR6 (human) receptor antagonism; P51684; CHO-K1 CCR6 PathHunter beta-arrestin, luminescence, CCL20-stimulated; inhibition, % at 20 µM; 340,000 tested, 0.49% active; AID 493098;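 active = compounds whose inhibition of the agonist-driven luminescence signal at 20 µM reaches about 50%, limit read from the data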;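 note: cells stimulated with CCL20 at 14 nM final; plate controls were DMSO with CCL20 for no effect and DMSO without agonist for full effect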
Target sequence (P51684 whole entry, looked up): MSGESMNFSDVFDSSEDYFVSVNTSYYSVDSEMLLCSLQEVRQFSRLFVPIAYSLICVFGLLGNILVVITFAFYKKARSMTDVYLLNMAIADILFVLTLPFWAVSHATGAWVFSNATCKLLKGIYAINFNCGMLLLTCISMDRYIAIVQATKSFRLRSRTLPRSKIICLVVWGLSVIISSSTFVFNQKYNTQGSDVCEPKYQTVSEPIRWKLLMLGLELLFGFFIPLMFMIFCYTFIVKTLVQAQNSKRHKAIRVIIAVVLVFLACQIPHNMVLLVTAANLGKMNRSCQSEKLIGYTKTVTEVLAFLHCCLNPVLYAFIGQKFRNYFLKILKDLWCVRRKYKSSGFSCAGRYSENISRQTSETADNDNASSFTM
Apaf-1 inh – inhibitors of human Apaf-1 apoptosome | O14727 | reconstituted apoptosome caspase-3 activity, DEVD-Rh110 fluorescence | inhibition, % at 20 µM | 330,000 tested, 0.71% active | AID 489030; active = inhibition of at least 40% at 20 µM;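 note: plate controls were DMSO wells for no effect and DEVD-CHO caspase inhibitor wells for full effect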
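Medium: Hepes buffer, pH 7.5 / System: biochemical Apaf-1 apoptosome reconstitution / Measured by: Rh110 fluorescence, excitation 480 nm, emission 540 nm / Times: compound with Apaf-1, dATP, procaspase-3 30 min, then 50 min reaction, room temperature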
Gli-Sufu block – blocks Gli-Sufu signaling in a luciferase reporter; 340,000 tested, 0.74% active; inhibition, % at 5 µM; AID 588413; Sufu-KO-LIGHT fibroblasts, Gli luciferase reporter luminescence;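 active = inhibition above about 55%, limit read from the data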;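 note: 0% = DMSO-treated cells and 100% = wells with medium but no cells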
UBC13 polyUb – inhibitors of human UBC13 polyubiquitin chain formation | AID 485273 | P61088 | inhibition, % at 20 µM | TR-FRET | 330,000 tested, 0.47% active; in the data active = inhibition above about 45%, passing the limit was not always enough
Target sequence (P61088 whole entry, looked up): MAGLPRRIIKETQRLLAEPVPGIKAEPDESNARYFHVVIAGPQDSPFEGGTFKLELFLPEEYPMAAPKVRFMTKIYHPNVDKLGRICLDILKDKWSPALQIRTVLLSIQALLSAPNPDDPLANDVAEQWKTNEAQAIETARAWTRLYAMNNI
Jurkat NFkB inh – lowers PMA/ionomycin-induced NF-kB signal in Jurkat cells. PMA/ionomycin-induced NF-kB luciferase reporter, luminescence. inhibition, % at 4 µM. 330,000 tested, 0.53% active. AID 435003
697 NFkB inh – inhibitors of the PMA/ionomycin-induced NF-kB reporter in 697 B cells. 697 B-cell NF-kB luciferase reporter, 16 h. inhibition, % at 4 µM. 330,000 tested, 0.33% active; in the data active = inhibition above about 35%
SENP8 block – SENP8 protease inhibition; inhibition, % at 10 µM; 330,000 tested, 1.2% active; purified SENP8, Z-RLRGG-aminoluciferin cleavage, luminescence; Q96LD8; AID 2540
* hit, by the source's call; nt = no result given; & = joins results of further samples. Cut-off read from the data, not from the text of the source, unless noted: active = inhibition above about 50%; inactive = the rest.

SMILES | EBI2 antag | CCR6 antag | Apaf-1 inh | Gli-Sufu block | UBC13 polyUb | Jurkat NFkB inh | 697 NFkB inh | SENP8 block
CCS(=O)(=O)Nc1cccc(-c2nc3cccnc3s2)c1C | -3 | 19 | 5 | -15 | 2 | -27 | -47 | -2
CCOC(=O)C1=C(CC)Nc2ccccc2N/C1=N\S(=O)(=O)c1cccc(C(C)=O)c1 | -5 | 8 | 4 | 0 | -14 | -4 | 22 | 4
Nc1nonc1-n1nnc(C(=O)N/N=C/c2ccccc2O)c1CN1CCCC1 | 0 | 6 | 5 | -1 | -10 | -2 | 2 | 1
CCc1ccc(S(=O)(=O)Nc2cc(SCC(=O)O)c(O)c3ccccc23)cc1 | 0 | -3 | 71* | 0 | -34 | 0 | -18 | 28
CN1CCN(C(=O)c2ccc3c(Cl)c4c(nc3c2)CCCC4)CC1 | -1 | 10 | 0 | 10 | -2 | -14 | -11 | -4
COc1ccc(S(=O)(=O)Nc2nnc(CC(C)(C)C)s2)cc1 | -8 | -9 | -19 | 2 | 17 | 4 | -15 | -9
CN(C)C1=C(Cl)C(=O)N(c2ccc(Cl)c(Cl)c2)C1=O | 1 | 2 | -5 | 6 | -13 | 12 | 3 | -8
COc1ccc(-n2nnnc2SCC(=O)NNC(=O)c2ccc([N+](=O)[O-])cc2)cc1 | 1 | 12 | 4 | 0 | 8 | 2 | 15 | 0
CCOc1ccc(NC(=O)Cn2cc(C(C)=O)c3ccccc32)cc1 | -8 | 2 | 0 | 15 | 2 | 25 | -10 | 4
CCOC(=O)C1CCN(S(=O)(=O)c2ccc(OC)c(Cl)c2Cl)CC1 | -4 | 4 | -3 | 1 | 9 | 22 | 19 | -1
COC(=O)[C@@]12CCCN1[C@H](c1ccc(-c3ccc(F)cc3)c(OC)c1)[C@H]1C(=O)N(C)C(=O)[C@H]12 | -3 | 10 | 7 | 20 | -13 | -12 | 18 | -14
O=C(NCC1CCCO1)c1cc2c([nH]c3ccccc32)c(-c2cccc(Cl)c2)n1 (stereo not drawn) | 8 | 5 | 4 | 18 | 12 | 8 | 29 | 5
O=C(O)c1ccc(N/N=C/C(Br)=C/c2ccccc2)cc1 | -10 | 9 | -16 | -112 | 2 | -60 | -182 | 96*
CN(C)CCOC(=O)c1ccc2[nH]c3c(c2c1)CSCC3 | -3 | -2 | 15 | 9 | 62* | -8 | 3 | -6
CC(C)(C)N1CC(c2nc3ccccc3n2Cc2ccc(F)cc2)CC1=O (stereo not drawn) | 0 | 0 | 9 | -3 | 3 | 14 | 0 | 0
CCOC(=O)N1CCC(Nc2c(OCC)c(=O)c2=O)CC1 | -7 | 4 | -5 | 1 | -7 | -4 | 8 | -8
Cc1cc(C)cc(OCC(=O)N2N=C(c3cccnc3)CC2(O)C(F)(F)F)c1 (stereo not drawn) | -7 | -3 | 7 | 9 | 5 | -2 | -7 | -6
Nc1nc(N)nc(-c2cccc(Cl)c2Cl)n1 | -5 | -10 | -2 | 1 | 4 | 0 | 12 | 4
Cc1nnc(NC(=O)CSc2cn(CCNC(=O)c3ccccc3)c3ccccc23)s1 | -1 | 4 | 12 | -7 | -6 | -17 | -30 | -9
O=C(c1cc2cc(Cl)ccc2oc1=O)N1CCN(c2ccccn2)CC1 | 7 | 17 | 0 | 14 | -14 | -2 | 3 | -19
O=C(NCCN1CCN(Cc2ccccc2)CC1)C1c2ccccc2C(=O)N2CCc3ccccc3C12 (stereo not drawn) | 6 | 8 | -11 | 20 | -1 | 8 | 11 | -5
Cn1ncc(Cl)c1C(=O)N1CCN(S(=O)(=O)c2ccc(F)cc2)CC1 | -5 | -10 | -6 | 3 | 2 | 4 | -6 | 1
O=S(=O)(NC1CCCC1)c1cccc(S(=O)(=O)N2CCC(n3nnc4ccccc43)CC2)c1 | -11 | 17 | 25 | 9 | 1 | -4 | 9 | 6
Cc1cccc(NC(=O)c2ccc3c(c2)OCCO3)c1C | 1 | 11 | -1 | -17 | 0 | -70 | -76 | 1
CC1=C(C(=O)Nc2ccccc2)C(c2cccs2)n2nnnc2N1 (stereo not drawn) | -12 | 2 | -9 | -6 | 4 | -5 | 14 | -3

Seven compounds from above, sorted by their value in 697 NFkB inh, smallest number first:
SMILES,697 NFkB inh
O=C(O)c1ccc(N/N=C/C(Br)=C/c2ccccc2)cc1,-182
Cc1nnc(NC(=O)CSc2cn(CCNC(=O)c3ccccc3)c3ccccc23)s1,-30
CN(C)C1=C(Cl)C(=O)N(c2ccc(Cl)c(Cl)c2)C1=O,3
O=S(=O)(NC1CCCC1)c1cccc(S(=O)(=O)N2CCC(n3nnc4ccccc43)CC2)c1,9
CC1=C(C(=O)Nc2ccccc2)C(c2cccs2)n2nnnc2N1 (stereo not drawn),14
COc1ccc(-n2nnnc2SCC(=O)NNC(=O)c2ccc([N+](=O)[O-])cc2)cc1,15
CCOC(=O)C1CCN(S(=O)(=O)c2ccc(OC)c(Cl)c2Cl)CC1,19

The listing picks up, repeating the 2 entries before the break.
SMILES | EBI2 antag | CCR6 antag | Apaf-1 inh | Gli-Sufu block | UBC13 polyUb | Jurkat NFkB inh | 697 NFkB inh | SENP8 block
Cc1cccc(NC(=O)c2ccc3c(c2)OCCO3)c1C | 1 | 11 | -1 | -17 | 0 | -70 | -76 | 1
CC1=C(C(=O)Nc2ccccc2)C(c2cccs2)n2nnnc2N1 (stereo not drawn) | -12 | 2 | -9 | -6 | 4 | -5 | 14 | -3
CC(C)N(C(=O)[C@H]1C[C@H](CC(=O)NCCCN(C)C)C(=O)N2CCc3c([nH]c4cc(CCC(=O)N(C)C)ccc34)[C@]12C)C(C)C | -8 | 4 | 13 | -1 | nt | nt | 7 | nt
COc1cccc(-c2ocnc2C(=O)Nc2ccc3c(c2)CCC3)c1 | 1 | 12 | 9 | -7 | 15 | 5 | 5 | 0
COc1ccccc1C(=O)NC(=O)COc1ccc(Cl)cc1Cl | 5 | 3 | 21 | -5 | -3 | 10 | 10 | -4
N/C(=N\OC(=O)c1cccc(C(F)(F)F)c1)c1cnccn1 | 10 | -21 | -3 | -69 | 8 | -44 | -66 | -8
O=C(C1CCCO1)N1CCN(c2ncccn2)CC1 (stereo not drawn) | -3 | -1 | -1 | 2 | -6 | -9 | -7 | -4
CCc1ccccc1NS(=O)(=O)c1ccc2c(c1)NC(=O)CC(=O)N2 | -10 | 23 | 3 | 2 | -8 | -11 | 9 | 4
CCOc1ccc(C(=O)CCC(=O)Nc2cccc(S(=O)(=O)N3CCCCC3)c2)cc1 | 12 | 17 | 1 | 29 | 7 | -12 | 17 | 4
CCC(Sc1ncccc1C(=O)OC(C)C)C(=O)NCc1ccco1 (stereo not drawn) | -3 | 6 | -12 | 8 | 4 | -11 | -11 | -2
CC1=NNC(=O)C1CCC(=O)N/N=C/c1ccco1 (stereo not drawn) | -9 | 10 | 2 | 3 | 2 | 4 | 8 | -1
O=C(CSc1nnc(-c2ccccc2)n1C1CCCCC1)Nc1ccc(S(=O)(=O)Nc2ccccn2)cc1 | -19 | 8 | 13 | 20 | 11 | -3 | 7 | -2
C/C(N)=C(/C#N)C(=O)COC(=O)c1oc2ccccc2c1COC(C)C | 3 | 3 | -8 | 14 | -2 | -6 | 1 | -5
O=C(CNC(=O)C(c1ccccc1)c1ccccc1)N/N=C\c1ccc2c(c1)OCO2 | 17 | 5 | 6 | -17 | -6 | -9 | -20 | -2
O=C(Nc1ccc2oc(-c3ccccc3F)nc2c1)c1ccccc1F | -2 | 5 | 8 | -67 | 3 | -109 | -117 | -3
O=C(CCN1CCOCC1)NNC(=O)Nc1cccc(C(F)(F)F)c1 | 0 | -3 | -8 | -4 | 9 | 1 | 4 | 0
CCC(C)NC(=O)c1ccc([N+](=O)[O-])c(Cl)c1 (stereo not drawn) | -15 | 15 | -9 | -1 | -1 | 9 | 11 | -4
CCn1c(SCc2cc(=O)[nH]c3ccccc23)nc2c1c(=O)n(C)c(=O)n2C | -1 | 3 | 1 | 1 | -11 | -3 | 6 | -7
COc1ccc(C(=O)Nc2cccc(NC(=O)c3cccs3)c2)cc1 | -5 | 4 | 14 | -13 | -7 | -25 | 2 | -5
O=S(=O)(c1ccc(S(=O)(=O)N(Cc2ccccc2)Cc2ccco2)cc1)N1CCCC1 | -1 | 4 | 11 | -2 | -16 | -12 | -2 | -3
O=C(CCCCCNC(=O)c1ccccc1Cl)N/N=C/c1ccco1 | -4 | 4 | -1 | -1 | -7 | 0 | -6 | -7
CCn1cc(Br)c(C(=O)NCc2ccco2)n1 | -5 | 2 | -1 | 43 | -9 | 1 | -9 | 4
COc1ccc(C(=O)/C=C/c2ccc(F)cc2)c(OC(=O)c2ccc([N+](=O)[O-])cc2)c1 | 54* | 6 | 19 | -18 | 4 | -17 | 14 | -20
COc1ccc(-c2cc(C(=O)NCCCn3ccnc3)no2)cc1OC | -6 | -5 | 8 | -8 | -5 | -6 | 21 | -11
COC(=O)C1=CN(Cc2ccccc2)C=C(C(=O)OC)C1c1ccc(O)c(OC)c1 | 0 | 28 | 10 | 4 | -12 | 18 | -11 | -1
CCOC(=O)C1=C(C)NC(C)=C(C(=O)OCC)C1c1cc2ccc(C)cc2[nH]c1=O | -1 | -15 | 7 | -9 | 5 | 39 | 3 | 0
COc1ccccc1S(=O)(=O)Cc1ccc(C(=O)N2CCOCC2)o1 | -3 | 3 | 6 | -6 | -9 | -12 | -3 | -11
(further entries)
SMILES | EBI2 antag | CCR6 antag | Apaf-1 inh | Gli-Sufu block | UBC13 polyUb | Jurkat NFkB inh | 697 NFkB inh | SENP8 block
COc1cccc(NC(=O)N(Cc2cc3cc(C)cc(C)c3[nH]c2=O)CC2COCCO2)c1 (stereo not drawn) | 6 | 13 | 24 | 11 | -8 | -25 | 3 | -2
O=C(COc1ccccc1F)N1CCCc2ccccc21 | 1 | 13 | 10 | -18 | -5 | -23 | -3 | -11
COc1ccc(/C(C)=N/NC(=S)NCCc2ccccc2)c(O)c1 | -1 | 18 | 14 | 32 | -3 | -53 | -33 | -5
COc1ccc2c3c1OC1CC(O)C=CC31CCN(C)C2 (stereo not drawn) | -15&-9 | -4&9 | -13&-11 | 2&5 | 3&4 | -5&-11 | 9&8 | -8&2
COc1ccc(/C(C)=N\Nc2nc(-c3ccc(Cl)cc3)cc(C(F)(F)F)n2)cc1OC | 6 | 13 | -4 | -15 | -12 | 13 | 3 | -12
CCOC(=O)C1=C(C)OC(N)=C(C#N)C1c1cc(C)sc1C (stereo not drawn) | 8 | 12 | 7 | 0 | 1 | -7 | -8 | 2
COc1ccc(CCNC(=O)C(=O)NCC2CCCN2S(=O)(=O)c2cc(C)ccc2C)cc1 (stereo not drawn) | -6 | -2 | 16 | 19 | -2 | 8 | -1 | -4
O=C1C2C3C=CC(C3)C2C(=O)N1c1n[nH]c(-c2ccccc2)n1 (stereo not drawn) | -3 | 0 | -5 | 8 | -3 | 13 | 15 | -7
Cc1ccc(NC2=NCCCCC2)cc1C | 10 | -1 | -5 | 2 | 6 | 3 | -12 | -3
CCC1CCc2c(sc3nc(SCC(=O)NCc4ccco4)n(-c4ccccc4)c(=O)c23)C1 (stereo not drawn) | 7 | 0 | 2 | -3 | -16 | 2 | -10 | 1
O=C(O)c1ccccc1-c1ccccc1C(=O)NCc1cccnc1 | -4 | 9 | -9 | -8 | -2 | 3 | 7 | -9
Cc1ccc(/C(O)=C/c2nc3cc(C)ccc3oc2=O)cc1 | -11 | 4 | -23 | 8 | -8 | 13 | -11 | -3
CC(Oc1ccc(F)cc1)C(=O)/C=C\N(C)C (stereo not drawn) | -9 | 2 | -1 | 1 | -3 | 7 | 15 | 2
CCCc1nc2sc3c(c2c(=O)n1NC(=O)CCC(=O)OC)CCCC3 | 13 | 3 | -18 | 9 | 9 | 5 | 9 | 3
Cc1nc(N2CCN(C)CC2)c2sc(=S)n(-c3ccccc3)c2n1 | 0 | 14 | -7 | -12 | -3 | -5 | -4 | 2
CCOC(=O)c1cccc(Nc2ncnc3ccc(C)cc23)c1 | 3 | -12 | 10 | 8 | -2 | 8 | 6 | 0
CCOc1ccc(/C=N/NC(=O)c2cc(-c3ccccc3)nc3ccccc23)cc1O | 5 | -2 | 4 | 0 | -2 | -4 | 11 | 1

Not all compounds are listed, so the mix of outcomes need not match the whole.
